Source: PubChem
MsrA inh – inhibitors of bovine MsrA | AID 651718 | inhibition, % at 15.5 µM | 360,000 tested, 0.75% active | purified bovine MsrA, absorbance read-out; in the data active = inhibition above about 4.5%;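 note: 0% = vehicle wells with enzyme and 100% = reference inhibitor wells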
bovine MsrA act – activates bovine MsrA enzyme. purified bovine MsrA, absorbance read-out. activation, % at 10.6 µM. 360,000 tested, 0.3% active; in the data active = activation above about 7.5%;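 note: 0% = vehicle and 100% = reference activator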
CendR NRP1 mod – modulators of CendR peptide binding to human neuropilin-1 | O14786 | FAM-RPARPAR peptide binding to NRP-1, fluorescence polarization | inhibition, % at 25 µM | 360,000 tested, 0.85% active;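 active = inhibition or corrected inhibition above about 18%, plus a signal ratio from 0.5 to 1.5, limit read from the data, passing the limit was not always enough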; note: strong numbers were not always called active
PABP1 MLLE inh – blocks PAM2 peptide binding to the PABP1 MLLE domain; P11940; GST-MLLE / FITC-PAM2 fluorescence polarization; inhibition, % at 20 µM; 360,000 tested, 0.36% active; AID 588489; in the data active = inhibition above about 35%, passing the limit was not always enough;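 note: plate controls were DMSO wells with GST-MLLE for no effect and wells lacking GST-MLLE protein for full effect; some results filed as inactive read as strong as hits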
Target sequence (P11940 whole entry, looked up, the tested form may be a part): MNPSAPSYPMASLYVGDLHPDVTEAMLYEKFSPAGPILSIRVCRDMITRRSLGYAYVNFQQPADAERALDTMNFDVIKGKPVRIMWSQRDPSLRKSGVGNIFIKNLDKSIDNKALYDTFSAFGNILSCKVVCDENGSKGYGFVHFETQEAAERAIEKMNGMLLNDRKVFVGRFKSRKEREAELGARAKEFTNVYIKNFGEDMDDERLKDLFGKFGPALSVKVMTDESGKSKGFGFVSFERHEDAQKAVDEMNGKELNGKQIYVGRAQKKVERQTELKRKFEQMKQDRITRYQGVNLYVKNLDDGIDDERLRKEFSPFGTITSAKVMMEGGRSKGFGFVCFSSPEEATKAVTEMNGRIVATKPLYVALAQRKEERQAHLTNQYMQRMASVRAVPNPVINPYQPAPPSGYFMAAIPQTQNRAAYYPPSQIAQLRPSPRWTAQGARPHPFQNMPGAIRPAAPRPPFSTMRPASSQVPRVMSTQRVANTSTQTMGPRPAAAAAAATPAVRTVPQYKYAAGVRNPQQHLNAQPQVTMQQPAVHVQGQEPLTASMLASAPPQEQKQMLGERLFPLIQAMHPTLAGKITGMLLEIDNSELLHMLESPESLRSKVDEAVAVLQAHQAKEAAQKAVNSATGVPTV
eLon inh – inhibitors of E. coli Lon protease; inhibition, % at 7.94 µM; 360,000 tested, 0.42% active; AID 602123; P0A9M0; purified E. coli Lon protease, fluorescence polarization; in the data active = inhibition above about 13%, passing the limit was not always enough;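 note: 0% = enzyme with probe and DMSO and 100% = no enzyme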
FAS TE block – blocks the thioesterase domain of human fatty acid synthase. recombinant FAS-TE, OMFH fluorogenic substrate, fluorescence endpoint. inhibition, % at 15 µM. 360,000 tested, 0.67% active;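 active = compounds whose normalised, plate-corrected inhibition of enzyme fluorescence in the single-dose primary screen is 50% or more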;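 note: 0% = DMSO with enzyme and 100% = substrate without enzyme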
SKN-1 inh – inhibitors of C. elegans SKN-1. C. elegans VP596 Pgst-4::GFP/RFP ratio, acrylamide-induced, 24 h. 360,000 tested, 0.49% active. inhibition, % at 21.8 µM;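 active = interference check ratio from 0.5 to 1.5 plus GFP to RFP signal ratio inhibition reaching or exceeding a fixed threshold, cut at about 30% in these data, passing the limit was not always enough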; note: some compounds called inactive have numbers as strong as hits
MT1-MMP act inh – inhibitors of human MT1-MMP activation | HT1080 RFP-PRO-GFP cells, GFP/RFP ratio fluorescence, overnight; percent of plate control window, DMSO zero | P50281 | AID 651647 | 360,000 tested, 0.061% active | GFP/RFP ratio change, % at 20 µM;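 active = GFP/RFP ratio change of at least 30% with cell ATP level not reduced by more than half and red fluorescence within 50% of control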; note: strong numbers were not always called active
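Assay system: HT1080 cells carrying an RFP-PRO-GFP reporter | Dosing: Single dose of 20 µM compound, 1% DMSO final | Incubation: Cells overnight before dosing, compound overnight, 37 °C, 5% CO2 | Evaluation: GFP/RFP fluorescence ratio | Control set: DMSO and RFP-L50D-GFP cell wells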
Tb MetRS inh – Trypanosoma brucei MetRS inhibition | purified T. brucei MetRS, ATP depletion, Kinase-Glo luminescence | inhibition, % at 11.9 µM | 360,000 tested, 0.4% active;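 active = inhibition above a per-plate cutoff of the control wells' mean inhibition plus 3 SD, cut at about 5.5% in these data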;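 note: 0% = DMSO wells median and 100% = median of wells with control inhibitor compound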
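System: purified T. brucei MetRS enzyme / Detection: Kinase-Glo luciferase luminescence reporting remaining unconsumed ATP / Medium: HEPES buffer with MgCl2, KCl, DTT, spermine, BSA, pyrophosphatase / Replication: singlicate, one well per compound / Evaluation: percent inhibition relative to median high and low control wells / Schedule: 2 h aminoacylation at 25 °C after 15 min preincubation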
* marks the source's active call; other numbers are inactive results; / = no result given. An unsorted share of the library; 4% or so of the library scored in one or more.

Every second line gives: MsrA inh	bovine MsrA act	CendR NRP1 mod	PABP1 MLLE inh	eLon inh	FAS TE block	SKN-1 inh	MT1-MMP act inh	Tb MetRS inh
O=C(Nc1ccc(-c2cscn2)cc1)C1CCCN(Cc2ccccc2)C1 (stereo unspecified)
 : -0.3	-6.9	10.1	-6.2	6.1	1.0	7.8	1.0	0.1
Cc1c(C(=O)N/N=C/c2ccc(Cl)cc2)[nH]c2ccc(Cl)cc12
 : 0.9	-10.6	0.1	-11.2	0.3	10.5	10.4	14.1	-0.2
O=C(CSc1nc2c(c(C(F)(F)F)n1)CCc1ccccc1-2)NCc1ccco1
 : 1.5	-1.4	3.3	11.0	-1.4	23.1	13.3	-9.3	0.4
Cc1noc(C)c1S(=O)(=O)N1CCCC1C(=O)NC(C)(C)C (stereo unspecified)
 : 0.6	-3.6	8.2	2.0	0.4	-2.5	-9.6	-3.6	-0.4
COc1ccc(C(=O)NCCS(=O)(=O)NCc2ccccc2)cc1
 : -0.2	-0.3	-9.6	-10.6	9.7	-6.3	6.4	0.9	-0.3
CC(=O)Nc1ccc(C(O)(C(F)(F)F)C(F)(F)F)cc1
 : -0.6	-1.9	3.3	0.0	-3.8	0.2	-3.7	1.3	0.2
Cc1cc(C)nc(NS(=O)(=O)c2ccccc2)n1
 : -0.5	-6.7	-3.2	5.4	-12.0	-10.4	-0.6	5.4	-1.5
CCOC(=O)C(=O)Cc1cccnn1
 : 1.6	-2.3	24.1	13.1	10.4	-5.8	19.0	1.1	-0.1
Cc1ccc(SCC(=O)OCC(=O)NCCc2ccc(S(N)(=O)=O)cc2)c(C)c1
 : -0.1	-2.6	1.8	3.6	-4.4	-10.1	13.4	-1.2	0.1
Cn1c(=O)c2sccc2n2c(CCCC(=O)NCc3ccc(F)cc3)nnc12
 : 0.7	-3.0	0.4	9.6	4.9	0.5	17.5	3.6	0.4
CC(C)N(C(=O)[C@H]1C[C@H](CC(=O)NCCC2=CCCCC2)C(=O)N2CCc3c([nH]c4ccc(Cl)cc34)[C@]12C)C(C)C
 : 1.1	-10.8	-6.2	5.1	1.5	13.1	-24.0	-12.8	-1.5
CC(C)n1c(SCC(=O)Nc2ccccc2)nc2c1c(=O)n(C)c(=O)n2C
 : 0.1	-1.4	-4.5	4.7	5.8	-0.1	7.6	3.5	-0.8
Cc1nn(-c2ccccc2)c(Cl)c1C(=O)Nc1ccc(N2CCOCC2)cc1
 : -0.7	-2.9	-0.3	-8.1	1.1	-7.0	-1.2	0.0	0.0
CCC(=O)OC1(C)C(=O)C=C2C=C(CCCC(=O)OC)OC=C2C1=O (stereo unspecified)
 : -0.9	-6.8	-5.8	14.8	10.2	-13.3	28.0	-2.6	-0.4
O=C(CSc1nnc(COc2cccc3cccnc23)o1)N1CCCC1
 : 0.3	-1.1	-3.7	-1.1	-5.6	-3.0	-5.7	-0.9	0.1
CCCN(C)C[C@@H]1OCCCC[C@@H](C)Oc2ccc(NC(=O)c3ccccc3)cc2C(=O)N([C@H](C)CO)C[C@@H]1C
 : 1.5	-6.2	1.2	-3.0	7.6	-9.1	-3.2	-0.4	-1.0
COC(=O)CSc1nc2sccc2c(=O)n1-c1ccccc1
 : 1.8	-1.0	-18.3	-7.1	-10.8	-3.2	3.6	-2.5	0.1
O=C(Nc1sc2c(c1C(=O)c1ccc(Cl)cc1)CCCC2)c1cccnc1
 : 2.1	-6.7	0.3	11.8	-6.4	20.6	35.3*	-6.1	-1.1
Cc1ccc(C(=O)COC(=O)CCCC(=O)Nc2cc(C(F)(F)F)ccc2Cl)cc1C
 : 0.2	-2.7	0.0	-2.2	1.4	15.6	3.0	-0.1	0.1
CCOc1nc(-c2ccc(Cl)cc2)nc2ccccc12
 : -0.6	3.2	0.8	-9.4	-4.1	-2.6	14.0	-5.6	0.8
CCOC(=O)CNc1c(-c2ccc(O)cc2)nc2ccc(Cl)cn12
 : 2.7	-7.7	-7.4	-12.4	0.3	-2.7	0.1	0.8	-0.6
Cc1ccc(C(=O)NC(C)c2ccc(-n3ccnc3)cc2)o1 (stereo unspecified)
 : 0.2	-2.0	11.8	6.1	-10.1	-8.6	-23.0	0.5	0.1
O=C(Nc1cccnc1)C12CC3CC(CC(C3)C1)C2
 : 0.8	-4.5	-5.9	7.4	6.5	-3.8	-1.4	1.7	-0.2
CCn1c(=N)c(S(=O)(=O)c2ccccc2)cc2c(=O)n3ccccc3nc21
 : 0.3	-3.7	-19.3	-4.6	-1.1	54.8*	-0.7	0.6	0.5
COc1cccc(NC(=O)Cc2nc(-c3ccccc3)sc2-c2ccc(C)cc2)c1
 : -0.4	-3.8	-9.0	-9.7	10.0	35.7	7.3	-8.1	-0.3
COCCn1c(SCc2nnc(-c3ccccc3)o2)nc2sc3c(c2c1=O)CCC3
 : 0.0	-0.1	-10.4	6.0	-3.9	28.5	13.4	-2.4	-0.2
CC1NC(=O)N(C)C2NC(=O)N(C)C(c3ccccc3)C12 (stereo unspecified)
 : 0.5	4.3	16.7	-16.7	8.0	-8.3	-8.7	2.6	-0.1
COc1ccc(NC(=S)NC(=O)c2csnn2)cc1
 : 0.3	-2.2	10.5	25.3	4.4	-5.5	-5.1	0.9	-0.4
Cc1oc(-c2ccccc2Cl)nc1CS(=O)CC(=O)NCc1ccco1 (stereo unspecified)
 : -0.5	-9.9	-0.2	-0.6	-13.8	-6.6	-4.3	-4.5	0.1
Cc1cc(/C=C2/C(=N)N3C(c4ccccc4)=CSC3=NC2=O)c(C)n1-c1ccccc1
 : 0.3	-2.4	-55.2	-29.1	-13.8	11.3	21.3	-21.4	0.7

Every second line gives: MsrA inh	bovine MsrA act	CendR NRP1 mod	PABP1 MLLE inh	eLon inh	FAS TE block	SKN-1 inh	MT1-MMP act inh	Tb MetRS inh
CC(=O)Nc1ccc(S(=O)(=O)Nc2cccc(-n3cnnn3)c2)cc1
 : -0.3	-3.8	13.0	-5.0	-6.2	-3.3	12.0	3.2	0.4
O=C(COC(=O)CNC(=O)c1cccs1)Nc1ccc(C(F)(F)F)cc1[N+](=O)[O-]
 : 0.3	-4.1	4.1	-0.2	-4.7	6.0	15.7	-0.1	-0.4
COC(=O)C1=C(N)Oc2cc(C)n(Cc3cccnc3)c(=O)c2C1c1cccc(OC)c1OC (stereo unspecified)
 : 1.3	2.1	-5.0	-10.4	3.4	-3.8	-7.6	0.5	-1.1
Clc1ccc(-c2nnnn2-c2ccc(Cl)cc2)cc1
 : 0.7	-2.9	-18.7	1.7	-1.1	18.1	4.1	-1.0	-0.1
CCOC(=O)CCCCCC(=O)Nc1ccc2c(c1)C(=O)N([C@H](C)CO)C[C@H](C)[C@@H](CN(C)C(=O)Nc1ccc(OC)cc1)O2
 : /	-7.0	-1.7	-3.0	7.2	-9.9	-11.9	-0.8	-0.4
CCN1C(C#N)=C(C#N)N=C(C)CC1(C)C
 : 0.0	-3.7	-20.0	-18.1	1.4	-4.4	6.5	-5.2	-0.2
CC(OC(=O)c1nc(-c2ccccc2)n(-c2ccccc2)n1)C(=O)Nc1cc(Cl)cc(Cl)c1 (stereo unspecified)
 : -1.2	-4.8	-9.3	-5.4	10.5	23.7	6.5	3.9	0.1
COc1ccc(/C=N\NC(=O)CNC(=O)C2COc3ccccc3O2)cc1[N+](=O)[O-] (stereo unspecified)
 : 0.8	-1.8	12.7	-19.0	8.5	17.7	4.6	1.8	-0.3
CCOc1ccc(NC(=O)c2ccc(CN3CCc4ccccc4C3)cc2)cc1
 : 1.2	-0.4	-10.7	7.7	-8.6	-1.7	-16.1	-4.6	-1.9
COCc1cc(C)nc2sc(C(=O)Nc3ccccc3C)c(N)c12
 : -0.3	-2.8	-8.2	25.6	-8.5	-3.8	20.6	-4.8	0.0
CCOc1ccccc1NC(=O)c1ccc(NC(=O)C2CCCO2)cc1 (stereo unspecified)
 : 0.0	-2.8	3.2	0.2	-5.3	-2.5	3.0	-3.2	-0.5
Nc1n[nH]c(-c2ccccc2)c1-c1ccccc1
 : 0.7	-2.3	-6.4	0.6	-2.9	-6.2	4.6	-1.6	-0.1
COCCNc1nnc(Cc2ccc(OC)c(OC)c2)c(=O)[nH]1
 : 2.1	-11.6	-2.7	-3.9	2.8	-3.8	-2.3	-1.7	-1.4
Cc1ccc(Cn2c(C)c3cnn(CC(=O)NCc4ccccn4)c(=O)c3c2C)cc1
 : -0.6	-0.4	-3.2	9.9	0.8	-4.9	-4.7	-0.9	-0.1
Cc1c(C(=O)N(Cc2ccc(F)cc2)C2CCS(=O)(=O)C2)oc2ccccc12 (stereo unspecified)
 : -0.3	-2.3	14.6	-4.1	-5.4	9.9	-2.6	-2.2	-0.2
COc1ccc(OCc2cccc(C(=O)N3CCCC3)c2)cc1
 : -0.7	-2.2	-14.2	9.7	-3.1	-5.8	12.5	-9.9	-0.4
C[C@@H]1Cn2cnc(C(=O)N[C@@H](C)C(=O)OC(C)(C)C)c2C(=O)N1
 : -0.5	3.2	-4.0	8.3	3.5	-6.8	7.2	1.7	0.3
OC[C@H]1O[C@@H](c2nc(-c3nc(-c4ccc(F)cc4)no3)cs2)[C@H](O)[C@@H]1O
 : 0.8	-2.1	-4.1	4.6	9.3	-7.2	-1.1	5.2	0.2
O=C(/C=C/c1ccc(S(=O)(=O)N2CCOCC2)cc1)N1CCN(c2ccccc2)CC1
 : -0.7	-7.0	0.3	-0.4	-5.0	0.5	8.3	4.0	-1.0
Cc1ccc(C(=O)NCC(=O)OCC(=O)NCCNC(=O)COC(=O)CNC(=O)c2ccc(C)cc2)cc1
 : -0.7	-2.2	-1.2	-16.4	-3.1	-7.8	14.0	0.5	0.0
O=C(CCCc1nc2ccccc2s1)NCc1ccccc1
 : -0.5	-2.6	-6.7	-0.7	-3.8	-9.2	3.8	-6.6	-0.5
COc1ccc(OCCCC(=O)N2CCCc3ccccc32)cc1
 : 0.1	-3.3	7.3	-0.4	3.5	9.6	-18.6	-5.3	-0.5
COc1ccc(CCNc2oc(COc3ccc(F)cc3)nc2C#N)cc1
 : 1.2	-2.2	-2.9	-10.0	7.4	35.3	18.3	-5.0	-0.2
CCN(CC(=O)Nc1ccc(OC)cc1)C(=O)CSCC(=O)Nc1cc(C)on1
 : 0.3	-6.0	4.8	14.6	-13.9	-4.7	7.0	-2.8	-0.1
O=[N+]([O-])c1ccccc1-c1nc(-c2ccc(Br)o2)no1
 : 0.4	-2.5	-3.6	-3.4	-7.7	25.4	58.3*	-4.1	-0.4
CCOC(=O)Cc1csc(NC(=O)c2ccc(Cl)s2)n1
 : 2.5	-2.7	1.7	-11.7	-6.4	1.1	-2.9	-18.0	2.1
CCNC(=O)C1(C)CCCN(Cc2ccc3ccccc3c2Br)C1 (stereo unspecified)
 : 1.6	-0.8	3.8	-8.3	4.1	12.7	22.1	-4.4	-0.2
COc1ccc(C(=O)NCCc2nnc3ccc(SCC(=O)NCc4ccc(F)cc4)nn23)cc1
 : 0.1	-12.8	-4.2	-4.7	14.7	-0.7	-16.2	/	-0.8
CCNc1nc(NCC)n2c(SCC(=O)NCC3CCCCC3)nnc2n1
 : 0.3	-4.2	3.4	-12.4	2.7	4.3	15.0	-5.7	-0.4
